# HEK293 tox = cytotoxic compounds in HEK 293 cells; HEK 293 viability, ATP luminescence (CellTiter-Glo), 48-72 h; Potency, µM (titrated, usually from 115 µM), without a hit: top-dose activity change, negative = cytotoxicity, actives largely listed as inhibitors; 94,000 compounds, 6.6% hits; also: potency is read from the fitted curve at half-maximal effect; nearly all actives have a fitted effect of over 60% in size
#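 Luminescence from cellular ATP, measured with CellTiter-Glo, indicates HEK 293 viability. Cells plated at 250 cells/well are treated with compound for 48 or 72 hr at 37 degree Celsius before reagent addition.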
# SNCA viab count = counter-screen for SNCA expression inhibitors: cell viability | AID 1671193 | HEK-293-SNCA-luc viability, GF-AFC fluorescence, 24 h | 150,000 compounds, 0.12% hits | Potency, µM (highest dose often 57.1 µM), without a hit: at the top dose activity change, negative = cytotoxicity, most hits filed as cytotoxic;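 also: potency is read from the fitted curve at half-maximal effect; 0% = DMSO-treated cells and -100% = medium-only wells without cells; nearly all actives have a fitted effect of over 30% in size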
#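 Cytotoxicity counterscreen: after 24 h compound treatment of genome-edited SNCA-luciferase HEK-293 cells, live-cell protease substrate GF-AFC read by fluorescence after 30 min; activity scaled between DMSO (0%) and medium-only (-100%), curves Hill-fitted.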
# GPT2 inhibitor = inhibitors of human GPT2 alanine aminotransferase | Q8TD30 | Recombinant GPT2, coupled pyruvate oxidase/HRP Amplex Red fluorescence | Potency, µM (top dose mostly 57.7 µM), for inactives: top-dose activity change, negative = inhibition, most hits filed as inhibitors | 100,000 compounds, 0.25% hits; also: potency is read from the fitted curve at half-maximal effect; nearly all actives have a fitted effect of over 60% in size; many of its hits are not listed in these tables
# Target sequence (Q8TD30 whole entry, looked up): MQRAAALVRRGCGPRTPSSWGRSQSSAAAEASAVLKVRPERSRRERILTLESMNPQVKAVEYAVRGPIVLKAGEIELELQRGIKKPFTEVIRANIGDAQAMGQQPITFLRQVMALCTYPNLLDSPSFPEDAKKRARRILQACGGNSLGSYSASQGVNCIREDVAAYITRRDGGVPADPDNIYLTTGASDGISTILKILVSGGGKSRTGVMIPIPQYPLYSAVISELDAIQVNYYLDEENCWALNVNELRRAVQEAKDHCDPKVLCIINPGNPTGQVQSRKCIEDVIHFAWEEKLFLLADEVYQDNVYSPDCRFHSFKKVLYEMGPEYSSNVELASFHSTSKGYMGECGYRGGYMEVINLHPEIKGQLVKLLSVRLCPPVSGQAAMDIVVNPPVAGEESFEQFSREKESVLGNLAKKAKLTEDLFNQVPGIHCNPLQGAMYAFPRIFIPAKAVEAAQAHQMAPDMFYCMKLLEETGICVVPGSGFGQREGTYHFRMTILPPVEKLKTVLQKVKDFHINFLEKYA
#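 Inhibition is scored from Amplex Red fluorescence generated when pyruvate oxidase and HRP act on pyruvate released by GPT2. Reactions contain 10ng/uL enzyme, 250uM a-KG and 2mM L-alanine and run 30 min at room temperature.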
# SNCA expr inh = reduces expression of the alpha-synuclein gene; HEK-293 SNCA-luciferase knock-in, luminescence, 24 h; Potency, µM (top dose mostly 57.2 µM), for the others: at the top dose activity change, negative = inhibition, usual class: inhibitors; 140,000 compounds, 0.17% hits; AID 1671194;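 also: potency is read from the fitted curve at half-maximal effect; plate controls were DMSO cells for no effect and cell-free wells for full effect; nearly all actives have a fitted effect of over 45% in size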
# 3T3 cytotox = cytotoxic compounds in NIH 3T3 cells; NIH 3T3 viability, CellTiter-Glo ATP luminescence, 48-72 h; Potency, µM (series often up to 96.7 µM), without a hit: at the highest dose activity change, negative = cytotoxicity, most hits filed as inhibitors; 94,000 compounds, 4.3% hits; AID 1345082; also: potency is read from the fitted curve at half-maximal effect; nearly all actives have a fitted effect of over 55% in size
#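 NIH 3T3 cells at 400 cells/well received 23 nL of compound by pintool and were incubated 48 or 72 h at 37 °C. Viability was read as ATP-coupled CellTiter-Glo luminescence.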
# FLuc inh = inhibitors of firefly (Photinus pyralis) luciferase; P08659; purified P. pyralis luciferase, luminescence, biochemical; Potency, µM (highest dose often 115 µM), for the others: at the top dose activity change, negative = inhibition, usual class: inhibitors; 76,000 compounds, 2.5% hits; AID 1347043; also: potency is read from the fitted curve at half-maximal effect; nearly all actives have a fitted effect of over 65% in size
#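 FLuc 10nM, D-luciferin 10uM, ATP 10uM, Mg acetate 10mM, Tris acetate pH 7.5, Tween/BSA; cpd qHTS; enzyme added last; CCD luminescence.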
# IP6K1 inhibitor = blocks human inositol hexakisphosphate kinase 1; IP6K1 kinase, ADP-Glo luminescence, 2 h; stronger effect = lower value; activity change, % (series mostly up to about 58 µM); 140,000 compounds, 0.81% hits; in the data active = activity change below about -25%
# Target sequence (Q92551 whole entry, looked up): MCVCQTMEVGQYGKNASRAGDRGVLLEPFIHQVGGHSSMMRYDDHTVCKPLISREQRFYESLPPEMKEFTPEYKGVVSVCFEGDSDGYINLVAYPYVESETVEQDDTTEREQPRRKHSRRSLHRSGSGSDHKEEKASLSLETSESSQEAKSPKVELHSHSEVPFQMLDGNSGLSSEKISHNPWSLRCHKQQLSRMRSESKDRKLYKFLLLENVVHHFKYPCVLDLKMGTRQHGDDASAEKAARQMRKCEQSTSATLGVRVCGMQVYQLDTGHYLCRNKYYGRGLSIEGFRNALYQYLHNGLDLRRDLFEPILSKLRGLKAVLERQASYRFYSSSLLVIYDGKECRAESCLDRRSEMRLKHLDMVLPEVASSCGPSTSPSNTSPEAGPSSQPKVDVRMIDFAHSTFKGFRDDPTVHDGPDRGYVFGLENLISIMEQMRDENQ
#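 ADP-Glo luminescence measures ADP made by human IP6K1 during a 2 h RT reaction with ATP/IP6 (mix at 1.3 mM/130 uM); top library doses 57.5 and 19.1 uM final.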
# * hit, by the source's call; i = inactive; ? = inconclusive; nt = not tested or not shown; [ ] = another dose, or the depositor's remark. Unless noted, calls follow the shape of the dose curve; as a rule, active = well fitted curve in the direction sought with a large enough effect; inconclusive = small, poorly fitted or top-dose-only effect, or another doubt; inactive = no such curve, though single readings can be large; an effect the other way counts as inactive or inconclusive. Unless noted, % is scaled to controls: 0 for no effect and ±100 for the full control effect. A portion of the library, so the mix of outcomes need not match the whole.
SMILES,HEK293 tox,SNCA viab count,GPT2 inhibitor,SNCA expr inh,3T3 cytotox,FLuc inh,IP6K1 inhibitor
C=C1CC[C@H]2[C@@H](/C=C(\C)C(=O)[C@@]3(OC(C)=O)C[C@H](C)[C@H](OC(=O)c4ccccc4)[C@@H]3[C@H]1OC(C)=O)C2(C)C,nt,-7%[23.9 µM],-27%[27.3 µM],nt,nt,nt,6
CCCN(CCC)C1CCc2ccc(O)cc2C1 (stereo unspecified),nt,3%,1%,0%,nt,nt,nt
FC(F)(F)CN1C2CCC1CN(c1cccc(Cl)n1)C2,i,-4%,-9%,-14%,0%,nt,-10
COc1ccc(-c2cc([C@H]3CN4CC[C@H]3C[C@@H]4CNC(=O)NC(C)C)nc(C)n2)cc1OC,-11%,1%,-21%,5%,-8%,-10%,8
CC(C)NC(=O)NC[C@H]1C[C@@H]2CCN1C[C@@H]2c1cc(-c2cccs2)nn1C,-15%[172 µM],-3%[87.6 µM],-4%[88.5 µM],0%[87.6 µM],-27%[174 µM],1%[172 µM],4
COCC(=O)NC[C@H]1C[C@@H]2CCN1C[C@@H]2CN1CCCC1,-25%[172 µM],4%[87.6 µM],4%[88.5 µM],12%[87.6 µM],-17%[174 µM],-7%[172 µM],18
C[C@@H]1CCC/C=C/[C@H]2C[C@@H](O)C[C@@H]2[C@@H](O)/C=C/C(=O)O1,nt,-39%,-6%,nt,nt,nt,1
CCOc1ccccc1CN(CCc1ccc2c(c1)OCO2)Cc1ccc(CC)cc1,nt,-5%,nt,-9%,nt,nt,0
Cc1ncc2c(n1)C[C@@H]1CC[C@H]2N1S(=O)(=O)c1ccc(F)c(C)c1,2%,2%,i,-9%,4%,10%,15
CN(CCc1ccccn1)C[C@H]1CN2CC[C@H]1C[C@@H]2CNC(=O)Nc1ccsc1,-1%[172 µM],7%[87.6 µM],-3%[88.5 µM],7%[87.6 µM],-25%[174 µM],-12%[172 µM],-1
CCCCc1nc2ccccc2c(=O)n1-c1cccc(OC)c1,nt,?,nt,-18%,nt,nt,11
CN1CCC(N(Cc2ccccc2)c2ccccc2)CC1,nt,-9%[23.9 µM],?,-2%[25.6 µM],nt,nt,29
O=S(=O)(c1cccnc1)N1[C@H]2CC[C@@H]1c1cnc(-c3ccc(F)cc3)nc1C2,?,-19%,i,14%,?,1%,30
CC[C@H]1CN2CC[C@H]1C[C@@H]2CNC(=O)c1ccc2c(c1)OCO2,-23%[172 µM],-1%[87.6 µM],-2%[88.5 µM],-17%[87.6 µM],-12%[174 µM],16%[172 µM],4
N#Cc1ccc([C@H]2CCCC[C@H]2O)cc1C(F)(F)F,nt,5%,3%,nt,nt,nt,9
NC(CCP(=O)(O)O)C(=O)O (stereo unspecified),nt,-13%,i,-19%,nt,nt,nt
O=C(NC[C@H]1C[C@@H]2CCN1C[C@@H]2CN1CCN(c2ccc(F)cc2)CC1)Nc1ccsc1,79µM*,4%,i,-13%,?,9%,-3
Cn1nc(-c2ccccc2)cc1[C@H]1CN2CC[C@H]1C[C@@H]2CNC(=O)c1ccco1,3%[172 µM],-2%[87.6 µM],i,44%[activator][87.6 µM],-10%[174 µM],10%[172 µM],-11
CN(CC[C@H](N)CC(=O)N[C@H]1C=C[C@@H](n2ccc(N)nc2=O)O[C@@H]1C(=O)O)C(=N)N,nt,-4%[12.5 µM],1%[11.5 µM],nt,nt,nt,12
CCOC(=O)c1ccc(NC(=O)c2sc3nc4c(cc3c2N)N2CCC4CC2)cc1,nt,8%,nt,54%[activator],nt,nt,3
Cc1nc(-c2ccc(N(C)C)cc2)cc([C@H]2CN3CC[C@H]2C[C@@H]3CNC(=O)C2CCC2)n1,?,-26%[87.6 µM],i,?,89µM*,-20%[172 µM],-9
Cc1ccc(C(=O)NC[C@H]2C[C@@H]3CCN2C[C@@H]3c2cc(-c3cccs3)nn2C)cc1,?,0%[87.6 µM],-8%[88.5 µM],5%[87.6 µM],112µM*,-7%[172 µM],-8
CC[C@H]1CN2CC[C@H]1C[C@@H]2CN(Cc1cccs1)Cc1cccs1,45µM*,?,-4%[88.5 µM],?,45µM*,5%[172 µM],-7
COc1cc2c(cc1OCc1ccccc1)N([S+](=O)([O-])c1cn(C)cn1)CC21CCN(C)CC1,?,-8%,i,-3%,?,5%,-8
CCC1(N2CCN(C(=O)Cc3ccccc3OC)CC2)CCN(C(=O)NC)C1 (stereo unspecified),0%,-9%,3%,30%,-18%,?,9
# (continued)
SMILES,HEK293 tox,SNCA viab count,GPT2 inhibitor,SNCA expr inh,3T3 cytotox,FLuc inh,IP6K1 inhibitor
c1ccc(O[C@H]2CNC3Cc4c([nH]c5ccccc45)C2C3)nc1 (stereo partly specified),?,nt,nt,nt,?,nt,27
CCCNC1CNC1,-14%[460 µM],0%[183 µM],5%[192 µM],25%[183 µM],-3%[369 µM],nt,-16
Cc1ncc2c(n1)C[C@@H]1CC[C@H]2N1C(=O)C1CCCC1,3%,6%,-36%,13%,-1%,1%,0
COc1ccc2c(c1)C1(CCN(S(=O)(=O)c3ccc(C)cc3)C1)C(=O)N2C (stereo unspecified),?,2%,i,20%,?,-6%,13
Nc1c(Cl)c(Cl)c(Cl)c(Cl)c1Cl,nt,-12%,i,69%,nt,nt,29
CCNC(=O)N1CCC2(CC1)c1nccn1-c1ccccc1CN2CC(C)C,-10%,-7%,1%,-8%,3%,2%,14
Cc1nc(-c2ccccc2Br)cc([C@H]2CN3CC[C@H]2C[C@@H]3CNC(=O)NC2CCCCC2)n1,?,-12%,i,15%,?,15%,-5
Cn1nc(-c2ccc3ccccc3c2)cc1[C@H]1CN2CC[C@H]1C[C@@H]2COC(=O)Nc1cccc(C(F)(F)F)c1,79µM*,6%,i,-10%,?,-4%,-6
CCCNC(=O)N1CC2CN(C(C)C)CC(C1)O2,10%,-5%,i,-10%,-11%,4%,-10
C#C[C@H]1CN2CC[C@H]1C[C@@H]2CNC(=O)Nc1ccc(C(C)=O)cc1,?,4%[87.6 µM],5%[88.5 µM],-1%[87.6 µM],?,9%[172 µM],-7
COc1ccccc1-c1cc([C@H]2CN3CC[C@H]2C[C@@H]3CNC(=O)c2ccco2)n(C)n1,5%[172 µM],-4%[87.6 µM],?,-2%[87.6 µM],-9%[174 µM],-4%[172 µM],-7
c1ccc(C2CC2)c(OCC2=NCCN2)c1,nt,-9%,2%,2%,nt,nt,9
CC(C)CCN1CC2ON=C(C(=O)O)C2C1 (stereo unspecified),-3%[230 µM],3%[87.6 µM],0%[88.5 µM],-24%[87.6 µM],-15%[174 µM],nt,2
CCOC(=O)c1ccc(NC(=O)c2cccn(Cc3ccccc3F)c2=O)cc1,nt,6%,nt,1%,nt,nt,-4
O=C(NCC[C@@H]1C[C@@H]2C=C[C@H]1C2)c1cn(Cc2ccccc2Cl)nn1,-19%,0%,?,10%,-24%,0%,-4
Cc1ccc2c(n1)N(C)[C@H](CO)CCN(Cc1ccco1)C2,3%[172 µM],4%[87.6 µM],0%[88.5 µM],-3%[87.6 µM],-6%[174 µM],-7%[172 µM],-4
Cc1nc(-c2ccc(C(F)(F)F)cc2)cc([C@H]2CN3CC[C@H]2C[C@@H]3CNC(=O)C2CCC2)n1,?,-8%,i,-32%,20µM*,-4%,1
Cc1cccc(-n2c(/C=C\c3cccc(Br)c3)nc3ccccc3c2=O)c1,nt,2%,nt,1%,nt,nt,-20
CCCS(=O)(=O)NC[C@H]1C[C@@H]2CCN1C[C@@H]2c1cc(-c2ccccc2)nn1C,?,-8%[87.6 µM],5%[88.5 µM],20%[87.6 µM],-21%[174 µM],-1%[172 µM],0

# Laid out differently: results already given
SMILES	HEK293 tox	SNCA viab count	GPT2 inhibitor	SNCA expr inh	3T3 cytotox	FLuc inh	IP6K1 inhibitor
Cn1nc(-c2ccc3ccccc3c2)cc1[C@H]1CN2CC[C@H]1C[C@@H]2COC(=O)Nc1cccc(C(F)(F)F)c1	79µM*	6%	i	-10%	?	-4%	-6
CCCS(=O)(=O)NC[C@H]1C[C@@H]2CCN1C[C@@H]2c1cc(-c2ccccc2)nn1C	?	-8%[87.6 µM]	5%[88.5 µM]	20%[87.6 µM]	-21%[174 µM]	-1%[172 µM]	0
COc1ccccc1-c1cc([C@H]2CN3CC[C@H]2C[C@@H]3CNC(=O)c2ccco2)n(C)n1	5%[172 µM]	-4%[87.6 µM]	?	-2%[87.6 µM]	-9%[174 µM]	-4%[172 µM]	-7
Cc1ccc2c(n1)N(C)[C@H](CO)CCN(Cc1ccco1)C2	3%[172 µM]	4%[87.6 µM]	0%[88.5 µM]	-3%[87.6 µM]	-6%[174 µM]	-7%[172 µM]	-4
CCNC(=O)N1CCC2(CC1)c1nccn1-c1ccccc1CN2CC(C)C	-10%	-7%	1%	-8%	3%	2%	14
Nc1c(Cl)c(Cl)c(Cl)c(Cl)c1Cl	nt	-12%	i	69%	nt	nt	29
Cc1cccc(-n2c(/C=C\c3cccc(Br)c3)nc3ccccc3c2=O)c1	nt	2%	nt	1%	nt	nt	-20
